H37Rv inhibition – M. tuberculosis growth inhibition, HTS (AID 449762). M. tuberculosis H37Rv growth inhibition, 7H9 media; higher % means a stronger effect. hit rate 0.59% among 330,000. one-dose inhibition, % at 25 µM; IC50 in µM for titrated hits; in the data active means a potency from the dose series; inconclusive means inhibition above about 70% without an active follow-up result;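 further: bacterial growth assessed after seven days of incubation; strong numbers were not always called active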
VEEV TC-83 Vero – inhibitors of VEEV TC-83 cytopathic effect, confirmation, Vero cells (AID 588727) | hit rate 0.13% among 350,000 | inhibition, % at 20 µM; hits with a dose series show IC50 in µM | Vero cells, VEEV TC-83 cytopathic effect inhibition; higher % means a stronger effect; in the data active means a potency from the dose series; inconclusive means inhibition mostly from about 14% at the one dose, without a potency; inactive means the rest, 99 in 100 with inhibition below about 12%; further: strong numbers were not always called active
tuberculosis growth – growth inhibition of non-replicating M. tuberculosis (AID 488890); Mycobacterium tuberculosis non-replicating, growth inhibition; higher % means a stronger effect; inhibition, % at 25 µM, or IC50 in µM where a hit was titrated; hit rate 0.39% among 320,000; in the data active means a potency from the dose series; inconclusive means inhibition mostly from about 82% at the one dose, without a potency; inactive means the rest, 99 in 100 with inhibition below about 76%;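 further: plate controls were DMSO cells for no effect and high antibiotic wells for full effect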
PhoP GFP inhibition – PhoP regulon inhibitors, Salmonella typhi PhoP promoter GFP reporter, confirmatory (AID 1850). Salmonella Typhi PhoP-promoter GFP reporter, fluorescence, 4 h; higher % means a stronger effect. hit rate 0.33% among 310,000. inhibition, % at 50 µM; hits with a dose series show IC50 in µM; in the data active means a potency from the dose series; inconclusive means inhibition mostly from about 25% at the one dose, without a potency; inactive means the rest, 99 in 100 with inhibition below about 19%;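 further: 0% = induced wells with vehicle and 100% = uninduced wells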
H1N1 NS1A inhibition – H1N1 influenza NS1A inhibitors, functional cell based assay (AID 504329) | NS1A functional cell-based assay, percent inhibition; higher % means a stronger effect | one-dose inhibition, % at 12.5 µM; IC50 in µM for titrated hits | hit rate 0.3% among 340,000; in the data active means a potency from the dose series; inconclusive means inhibition above about 27% without an active follow-up result; further: strong numbers were not always called active
VEEV TC-83 Vero 10K pilot screen – also measured in VEEV TC-83 Vero; calls as there; inhibition, %; measured here: 10K pilot screen inhibition
The depositor's hits bear a star; i = inactive; ? = inconclusive; . = no result given. No enrichment for hits. Share with any hit: about 1.4%.

SMILES	H37Rv inhibition	VEEV TC-83 Vero	tuberculosis growth	PhoP GFP inhibition	H1N1 NS1A inhibition	others
O=C(NCCc1ccccc1)C1CCN(C2CCN(Cc3ccc(CO)o3)CC2)CC1	-1%	3.0%	-10%	-5%	5%
CN(CC(=O)Nc1ccc(Cl)c(C(F)(F)F)c1)C(=O)/C=C/c1cccs1	-2%	2.1%	9%	.	-10%
COc1ccc(CCNC(=O)CSc2nc(C)nc3c2c(=O)n(C)c(=O)n3C)cc1OC	-7%	0.4%	8%	4%	3%
COc1ccccc1-c1nn2c(C(F)(F)F)nnc2s1	-1%	2.2%	24%	7%	5%
COc1cccc(NC(=O)N2CCN(C(=O)C(Cc3ccc(OC)c(OC)c3)NC(C)=O)CC2)c1 (configuration not stated)	4%	i	0%	3%	-6%
CCC(Sc1nc2ccccc2[nH]1)C(=O)Nc1cc(C)on1 (configuration not stated)	-2%	0.0%	3%	2%	-2%	VEEV TC-83 Vero 10K pilot screen=2.1
N#Cc1nc(COc2ccccc2)oc1N1CCOCC1	-14%	0.7%	-6%	-1%	0%
CCC(=O)N1CCc2cc(S(=O)(=O)NC(C(=O)NCc3ccc(F)cc3)C(C)C)ccc21 (configuration not stated)	1%	8.1%	14%	-8%	1%
COc1ccc(/C=N/NC(=O)CC(=O)NCc2cccnc2)cc1[N+](=O)[O-]	2%	i	13%	1%	-7%
O=C(Nc1nccs1)c1cc(-c2ccco2)nc2ccccc12	-5%	9.3%	25%	-15%	-2%
Nn1c(SCC(=O)Nc2ccc(F)cc2)nnc1-c1cccnc1	-3%	i	5%	0%	0%	VEEV TC-83 Vero 10K pilot screen=0.6
O=S(=O)(NCCc1ccccc1)c1cccc(S(=O)(=O)N2CCOCC2)c1	-9%	i	4%	4%	7%
Cc1ccc(CN2C(=O)CCC2C(=O)N2CCN(c3ccccc3)CC2)cc1 (configuration not stated)	5%	1.0%	-1%	-8%	-11%
O=S(=O)(/C=C/c1ccccc1)N1CCN(c2nc(-c3ccccc3)nc3ccccc23)CC1	21%	0.8%	8%	-1%	-4%
COc1cccc(-c2cc(C(=O)NCCCN3CCOCC3)no2)c1	-3%	2.2%	-9%	-2%	4%

Next part; the last 5 above are carried over.
SMILES	H37Rv inhibition	VEEV TC-83 Vero	tuberculosis growth	PhoP GFP inhibition	H1N1 NS1A inhibition	others
Nn1c(SCC(=O)Nc2ccc(F)cc2)nnc1-c1cccnc1	-3%	i	5%	0%	0%	VEEV TC-83 Vero 10K pilot screen=0.6
O=S(=O)(NCCc1ccccc1)c1cccc(S(=O)(=O)N2CCOCC2)c1	-9%	i	4%	4%	7%
Cc1ccc(CN2C(=O)CCC2C(=O)N2CCN(c3ccccc3)CC2)cc1 (configuration not stated)	5%	1.0%	-1%	-8%	-11%
O=S(=O)(/C=C/c1ccccc1)N1CCN(c2nc(-c3ccccc3)nc3ccccc23)CC1	21%	0.8%	8%	-1%	-4%
COc1cccc(-c2cc(C(=O)NCCCN3CCOCC3)no2)c1	-3%	2.2%	-9%	-2%	4%
CC1CCN(C(=O)CSc2nc(=O)n3cc(Cl)ccc3n2)CC1	-4%	i	-14%	2%	-3%
Cn1c(Cc2c[nH]c3ccccc23)n[nH]c1=S	-8%	2.0%	6%	5%	-1%
O=C(NC(=S)NC1CCS(=O)(=O)C1)c1ccccc1Br (configuration not stated)	-1%	0.9%	0%	6%	-6%
N#Cc1ccc(S(=O)(=O)N2CCN(CC(=O)Nc3ccccc3C(=O)NC3CC3)CC2)cc1	-2%	0.3%	4%	.	-7%
COc1ccc(/C=C/C(=O)Nc2cccc(S(=O)(=O)NC3=NCCCCC3)c2)cc1	7%	3.5%	43%	1%	0%
Cc1c(N/C(=N/S(=O)(=O)c2cc([N+](=O)[O-])ccc2Cl)c2ccccc2)c(=O)n(-c2ccccc2)n1C	-7%	1.4%	-2%	-13%	0%
COc1ccc(/C=N/NC(=O)c2cccnc2)cc1CN1CCOCC1	3%	0.9%	.	-6%	11%
C[C@H](CO)N1C[C@H](C)[C@@H](CN(C)Cc2ccccc2)Oc2c(NC(=O)C3CCCCC3)cccc2C1=O	11%	5.9%	54%	.	-10%
CC[C@]1(C(=O)OC)[C@H]2C(=O)N(C)C(=O)[C@H]2[C@H]2CN(C)C(=NC3CCCCC3)N21	.	0.5%	.	.	-8%
O=C(C1=C[C@H](c2csc3ccccc23)C[C@H](OCc2ccc(CO)cc2)O1)N1CCN(Cc2ccccc2)CC1	13%	3.6%	27%	4%	11%
CCOc1ccc(N(CC(=O)N2CCN(c3ccc(F)cc3)CC2)S(=O)(=O)c2c(C)noc2C)cc1	0%	i	22%	-13%	7%
O=C(COC(=O)CNS(=O)(=O)/C=C/c1ccccc1)NC1CCS(=O)(=O)C1 (configuration not stated)	-2%	0.1%	-2%	4%	-2%
Cc1ccc(OCC(=O)N2CCc3ccccc32)c([N+](=O)[O-])n1	2%	0.1%	-6%	9%	-9%
COc1ccc(NC(=O)NC2(C(=O)N3CCN(C)CC3)CCCCC2)cc1	2%	0.9%	-8%	14%	2%
C[C@H](CO)N1C[C@H](C)[C@@H](CN(C)S(=O)(=O)c2ccc(F)cc2)Oc2ccc(NC(=O)CCN3CCOCC3)cc2C1=O	4%	0.3%	24%	.	0%
O=C(NC(=S)NC(CO)Cc1ccccc1)c1ccc(F)cc1 (configuration not stated)	-3%	5.1%	41%	-9%	-7%
CCOc1ccc(NC(=O)NC2CC(=O)N(c3ccc(OC)cc3)C2)cc1 (configuration not stated)	1%	i	-1%	11%	-3%
O=C(CN1C(=O)NC2(CCc3ccccc32)C1=O)Nc1ccc(N2CCOCC2)cc1 (configuration not stated)	-5%	1.1%	1%	-3%	1%
Cc1ccccc1-c1cc(C(=O)Nc2sc(C(=O)OC(C)C)c(C)c2C#N)c2ccccc2n1	-3%	0.6%	?	-1%	-3%
CCS(=O)(=O)c1ncc(Cl)c(C(=O)Nc2ccccc2OC)n1	?	11%	?	-4%	-5%
NC(=O)[C@@H]1CCCN1C(=O)c1cc(COc2ccc3c(c2)CCCC3)on1	-1%	1.4%	4%	-3%	-1%
Cc1ccc(S(=O)(=O)C(C#N)=C2N(C)c3ccccc3N2C)cc1	2%	i	2%	-12%	0%
Nc1ccc(C(=O)C(=O)c2ccc(N)cc2)cc1	-4%	0.4%	53%	3%	2%
NS(=O)(=O)c1ccc(CCNC(=O)CN2CCN(S(=O)(=O)c3ccccc3F)CC2)cc1	1%	.	-12%	.	.
Cc1ccc(NC2Sc3ccccc3NC2=O)cc1 (configuration not stated)	5%	6.6%	28%	7%	-2%
CCOC(=O)C1=C(C)NC(=O)C1CC(=O)Nc1ccccc1 (configuration not stated)	4%	.	7%	-2%	.
O=C(COc1ccccc1Cl)Nc1ccccc1C(=O)NC1CC1	5%	8.7%	13%	10%	-3%
Cc1ccc(NC(=O)CSc2nnc(C(F)(F)F)n2C)cc1[N+](=O)[O-]	?	i	-2%	0%	-3%
Cc1cccc(N/C=C/C(=O)c2cccs2)c1C	-8%	1.7%	-8%	-7%	-1%
COc1ccc(/C=N/NC(=O)c2ccc(NC(=O)c3ccccc3Br)cc2)cc1	-9%	3.3%	3%	7%	2%
CCn1c(C)c(P(=O)(N2CCOCC2)N2CCOCC2)c2ccccc21	9%	2.5%	-4%	-13%	-18%
CCNC(COC(=O)c1ccc([N+](=O)[O-])cc1)C1CCCCC1 (configuration not stated)	.	2.2%	.	.	10%
O=C(O)Cc1ccc(NC(=O)C2CCCCC2C(=O)O)cc1 (configuration not stated)	-9%	6.3%	-18%	2%	-2%
CCCOc1ccc(C(=O)C(c2ccccc2)N2CCOCC2)cc1 (configuration not stated)	-1%	1.7%	.	5%	7%
COc1ccc(S(=O)(=O)N2CCC(C(=O)N[C@H](C(=O)NC3CCCC3)C(C)C)CC2)cc1	-2%	i	0%	3%	-3%
FC(F)(F)c1cccc(CN2CCSCC2)c1	2%	0.2%	0%	-8%	-3%
Cc1c(NS(=O)(=O)c2ccc(NC3CCCC3)c([N+](=O)[O-])c2)c(=O)n(-c2ccccc2)n1C	-1%	0.6%	18%	3%	3%
C[C@@H]1C[C@@H]2OC(=O)[C@]3(C)[C@H]2[C@@H](OC3(C)O)[C@]2(C)C(=O)CC[C@H]12 (some centres not stated)	-1%	.	-7%	-6%	.
COC(=O)c1cccc(C(=O)Nc2ccc(C)cc2)n1	10%	0.9%	28%	-4%	-7%
COc1ccccc1C(=O)NCCC(=O)N1CCN(c2ccc(C(F)(F)F)cn2)CC1	.	3.6%	.	.	-1%
CC(C)(C)c1ccc(-c2nnc(N)s2)cc1	0%	0.5%	16%	-2%	3%
CCN(CC(=O)Nc1ccccc1C(F)(F)F)C(=O)c1cc(-c2cccs2)nn1-c1ccccc1	-6%	4.4%	-2%	-6%	-2%
COc1ccccc1-c1cnnc(N/N=C/c2ccc(-c3cccc(Br)c3)o2)n1	-9%	5.0%	6%	4%	-2%
O=C(CN(CC1CCCO1)C(=O)CNS(=O)(=O)c1ccc(Cl)cc1)NCc1ccc(F)cc1 (configuration not stated)	2%	3.9%	-3%	14%	-11%
CC1CCN(C(=O)CSc2nc(C(C)C)nc3c2c(=O)n(C)c(=O)n3C)CC1	3%	7.2%	19%	-9%	-3%
CC(=O)n1cc(/C=N/NC(=O)c2sc(C)nc2C)c2ccccc21	-6%	7.8%	-9%	-6%	4%
CC(C)C[C@H](NC(=O)OC(C)(C)C)c1nnc(SCc2ccccc2)o1	-4%	i	8%	-3%	4%
CCOC(=O)C1=C(COC(=O)c2cc(S(=O)(=O)N(C)C)ccc2C)NC(=O)NC1C (configuration not stated)	-19%	6.0%	-20%	.	2%
COc1cccc(NC(=O)c2nc3ncccn3n2)c1	-2%	0.7%	-25%	-6%	3%	VEEV TC-83 Vero 10K pilot screen=2.0
COc1ccc(NC(=O)C(=O)Nc2cccc3cccnc23)cc1OC	-2%	0.4%	20%	0%	-10%
O=C(CN1C(=O)C2CCCCC2C1=O)Nc1ccc(S(=O)(=O)Nc2ncccn2)cc1 (configuration not stated)	0%	0.6%	13%	-8%	1%
CC(C)(C)NCc1cc(Cl)ccc1OCc1ccccc1F	-5%	3.2%	?	-7%	-9%
COc1cccc(NC(=S)N2CCC(NC(=O)c3ccco3)CC2)c1	8%	0.4%	-1%	0%	0%
CC1=C(C(=O)OCC2CCCO2)C(c2ccsc2)C2=C(CC(C)(C)CC2=O)N1 (configuration not stated)	5%	1.2%	5%	-19%	1%
COc1ccc([C@H]2CC(=O)C=C(c3ccc4ncccc4c3)C2)cc1	22%	3.5%	56%	.	22%
C/C(=N\NS(=O)(=O)c1ccc(C(C)(C)C)cc1)c1ccccc1	61%	1.7%	-2%	-18%	5%
O=c1ccc2cc(S(=O)(=O)N3CCOCC3)ccc2o1	-12%	0.7%	0%	-5%	-3%
COc1ccc(N(CC(=O)N2CCCCCC2)S(=O)(=O)c2ccccc2)cc1	11%	i	31%	-29%	6%
O=C(O)c1ccc(S(=O)(=O)N2CCC(c3nc(-c4ccccc4Cl)no3)CC2)cc1	-7%	2.0%	0%	-2%	2%
COc1ccc(NS(=O)(=O)c2csc(C(=O)Nc3ccccc3)c2)cc1	-3%	0.2%	-4%	2%	4%
The results go on.
SMILES	H37Rv inhibition	VEEV TC-83 Vero	tuberculosis growth	PhoP GFP inhibition	H1N1 NS1A inhibition	others
Cc1ccccc1NC(=O)N1CCCC(c2nc(-c3ccc(F)cc3)no2)C1 (configuration not stated)	2%	i	10%	5%	-6%	VEEV TC-83 Vero 10K pilot screen=1.2
O=C1CN(C(=O)/C=C/c2ccc(Cl)cc2Cl)CCN1	-12%	i	8%	-8%	9%
COc1ccc(C2CCCN2C(=S)Nc2cccc(Cl)c2C)cc1OC (configuration not stated)	-6%	0.8%	15%	6%	15%
NC(=S)N/N=C/c1ccc(-c2ccc([N+](=O)[O-])cc2)o1	?	1.0%	.	12%	6%
CCCSc1cc(Cl)nc(N)n1	-4%	?	5%	-7%	15%
O=C(COc1ccc(Br)cc1Cl)N1CCN(c2ccccn2)CC1	51%	5.0%	32%	-1%	-7%
CN(C)S(=O)(=O)c1ccc(C(=O)Nc2ccc3ncccc3c2)cc1	-1%	1.0%	9%	-6%	2%
CCOC(=O)c1ccc(N2C(=O)C3CCCN3C2=S)cc1 (configuration not stated)	-10%	2.0%	18%	.	-12%

Source: PubChem BioAssay (Southern Research Specialized Biocontainment Screening Center)
